High-throughput results (PubChem BioAssay)
ERG Ets-DNA blk: qHTS for Small Molecule Inhibitors of the ERG Ets/DNA interaction; Transcriptional regulator ERG (Homo sapiens), P11308; fluorescence polarization, His-ERG Ets domain / labelled DNA; Potency, µM (top dose mostly 76.9 µM), for the others: at the top dose FP activity, negative = inhibition, actives largely listed as inhibitors; 370,000 tested, 0.028% active; AID 624246, 2012; active means well fitted inhibition curve with a large enough effect in the polarisation, with a control signal flat; inconclusive means small, poorly fitted or top-dose-only effect, or effect the other way, or a change in a side signal; inactive means no such curve, though single readings can be large or run the other way; the % refers to the polarisation;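 further: polarization taken with two DNA probes labelled with fluorescein and Texas red; potency means the concentration at half of the fitted maximal effect; % of control where 0% means no effect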
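His-tagged ERG Ets domain (1 uM in the protein solution; 300mM KCl, 50mM Tris-HCl, 1mM EDTA, 1mM DTT, pH 7.5) received compound, then a probe mix of 5 nM fluorescein-DNA and 100nM Texas-615-DNA. Fluorescence polarization was read for both dyes.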
POLH inh: qHTS for Inhibitors of Polymerase Eta | DNA polymerase eta (Homo sapiens), Q9Y253 | recombinant Pol eta, fluorescent DNA replication assay | Potency, µM (series often up to 114 µM), without a hit: top-dose activity change, negative = inhibition, hits mostly inhibitors | 390,000 tested, 1.2% active; further: potency means the concentration at half of the fitted maximal effect; on the % scale 0 is the no-effect control and ±100 the full control effect
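Fluorescent replication assay: 50 nM final substrate added after a 15 min room-temperature compound preincubation with 10 nM enzyme. Signal taken at 0 min and again at 10 min.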
Apoferritin bind: qHTS Assay for Identification of Novel General Anesthetics; Ferritin light chain (Equus caballus), P02791; apoferritin/1-aminoanthracene competitive binding, fluorescence; Potency, µM (series often up to 77.5 µM), for the others: at the highest dose activity change, negative = displacement, hits mostly inhibitors; 350,000 tested, 0.074% active; AID 485281, 2010; further: potency means the concentration at half of the fitted maximal effect; on the % scale 0 is the no-effect control and ±100 the full control effect; nearly all actives have a fitted effect of over 20% in size
Target sequence (P02791 2-175 limits assumed): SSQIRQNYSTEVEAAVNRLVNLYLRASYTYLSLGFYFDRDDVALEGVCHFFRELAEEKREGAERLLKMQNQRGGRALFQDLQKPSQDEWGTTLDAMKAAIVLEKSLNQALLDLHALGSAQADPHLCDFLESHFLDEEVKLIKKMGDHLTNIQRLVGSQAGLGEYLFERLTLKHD
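Horse-spleen apoferritin (10 uM) in 50% saturated 1-aminoanthracene in PBS was incubated 10 min at room temperature with compound. Fluorescence (ex 380, em 535 nm) was normalized to free and bound 1-AMA, with concentration-response fitted by a four-parameter Hill equation.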
Pol beta inh: qHTS Assay for Inhibitors of DNA Polymerase Beta. Pol beta primer extension/strand displacement, fluorescence kinetic. P06746. AID 485314, 2010. 340,000 tested, 1.3% active. Potency, µM (top dose mostly 114 µM), for inactives: top-dose activity change, negative = inhibition, actives largely listed as inhibitors; further: potency means the concentration at half of the fitted maximal effect; on the % scale 0 is the no-effect control and ±100 the full control effect
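Reaction started by 50 nM substrate onto compound-treated Pol beta (10 nM, 15 min preincubation, room temperature); plates read at 0 min and 10 min. Normalized concentration-effect data fitted by four-parameter Hill equation.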
LDHA inh: qHTS assay for inhibitors of human lactate dehydrogenase | purified LDHA, NADH/diaphorase-resazurin fluorescence; hits give low values | activity change, % (values are at about 110 or 230 µM) | AID 1347041, 2019 | L-lactate dehydrogenase A chain (Homo sapiens), P00338 | 480,000 tested, 0.15% active; in the data active means activity change below about -30%; inconclusive means mostly about -25% to -30%;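 further: plate controls were DMSO wells for no effect and wells without enzyme for full effect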
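Human LDH5 at 2 nM final in Tris HCl pH 7.4 with 0.06 mM NADH and 0.2 mM pyruvate, reacted 5 minutes at room temperature. Remaining NADH coupled via diaphorase/resazurin; resorufin fluorescence read at 0 and 20 minutes, normalized to enzyme-free and DMSO wells.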
ALOX12 inh: Primary qHTS assay for inhibitors of human arachidonate 12S-lipoxygenase (ALOX12): Round 2; Polyunsaturated fatty acid lipoxygenase ALOX12 (Homo sapiens), P18054; purified 12hLO, xylenol orange hydroperoxide absorbance; Potency, µM (top dose mostly 108 µM), for inactives: top-dose activity change, negative = inhibition, usual class: inhibitors; 580,000 tested, 1.1% active; AID 1671190, 2021; further: potency means the concentration at half of the fitted maximal effect; on the % scale 0 is the no-effect control and ±100 the full control effect
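Purified human 12hLO at 150 nM in 25 mM Hepes, 0.01% Triton X-100, pH 7.0, preincubated 15 min at room temperature with compound. Reaction started with 40 uM arachidonic acid, 30 min at room temperature. Hydroperoxide measured by Fe-xylenol orange, 573/405 nm absorbance ratio.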
APE1 inh: qHTS Assay for Inhibitors of the Human Apurinic/apyrimidinic Endonuclease 1 (APE1); recombinant APE1, TAMRA/BHQ-2 abasic DNA cleavage fluorescence; Potency, µM (highest dose often 65.8 µM), for inactives: at the highest dose activity change, negative = inhibition, hits mostly inhibitors; 350,000 tested, 0.35% active;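 further: potency means the concentration at half of the fitted maximal effect; plate controls were vehicle for no effect and reference inhibitor for full effect; nearly all actives have a fitted effect of over 55% in size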
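0.75 nM APE1 + cpd, 15 min RT; start w/ 50 nM TAMRA/BHQ-2 THF-abasic dsDNA; kinetic fluor 525/598 nm ×3 reads @60 s; Δ(read3−read1); normalized to DMSO and NSC13755 control wells.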
POLK inh: qHTS for Inhibitors of Polymerase Kappa | Potency, µM (highest dose often 107 µM), without a hit: at the highest dose activity, negative = inhibition, hits mostly inhibitors | 400,000 tested, 0.53% active | purified Pol kappa, fluorescent DNA synthesis assay, 10 min | AID 588579, 2011; further: potency means the concentration at half of the fitted maximal effect; on the % scale 0 is the no-effect control and ±100 the full control effect
Target sequence (Q9UBT6 whole entry, looked up): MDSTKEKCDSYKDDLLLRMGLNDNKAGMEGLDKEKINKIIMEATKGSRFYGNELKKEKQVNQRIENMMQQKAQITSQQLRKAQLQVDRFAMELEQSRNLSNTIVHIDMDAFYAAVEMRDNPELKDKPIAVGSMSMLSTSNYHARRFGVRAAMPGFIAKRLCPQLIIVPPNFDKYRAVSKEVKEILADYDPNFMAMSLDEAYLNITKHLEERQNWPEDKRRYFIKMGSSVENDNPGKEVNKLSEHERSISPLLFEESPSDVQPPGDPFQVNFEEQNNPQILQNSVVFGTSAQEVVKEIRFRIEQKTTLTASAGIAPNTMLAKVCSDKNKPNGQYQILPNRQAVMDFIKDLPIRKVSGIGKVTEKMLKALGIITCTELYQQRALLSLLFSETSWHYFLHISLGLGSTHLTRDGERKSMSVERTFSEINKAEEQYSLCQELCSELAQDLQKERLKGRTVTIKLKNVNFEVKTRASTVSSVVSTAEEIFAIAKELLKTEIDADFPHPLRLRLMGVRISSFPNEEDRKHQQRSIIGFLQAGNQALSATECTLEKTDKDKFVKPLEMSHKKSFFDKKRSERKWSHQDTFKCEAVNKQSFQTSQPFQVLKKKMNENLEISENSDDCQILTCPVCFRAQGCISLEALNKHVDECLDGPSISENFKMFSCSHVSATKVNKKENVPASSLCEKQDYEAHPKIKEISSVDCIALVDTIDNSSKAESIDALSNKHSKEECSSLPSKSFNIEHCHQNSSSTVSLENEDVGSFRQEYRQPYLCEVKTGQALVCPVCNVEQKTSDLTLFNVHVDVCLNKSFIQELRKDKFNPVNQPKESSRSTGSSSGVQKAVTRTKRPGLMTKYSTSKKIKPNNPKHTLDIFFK
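Activity was followed as the change in fluorescence between reads at 0 and 10 min after starting the reaction with 50 nM substrate. Beforehand, 10 nM polymerase had been preincubated with compound for 15 min at room temperature.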
RGS4 inh: Inhibitors of Regulator of G Protein Signaling (RGS) 4: qHTS | 390,000 tested, 0.039% active | Transcreener GDP fluorescence polarization, RGS4-accelerated GTP hydrolysis | Potency, µM (highest dose often 114 µM), for the others: at the highest dose activity change, negative = inhibition, hits mostly inhibitors | Regulator of G-protein signaling 4 (Homo sapiens), P49798; further: potency means the concentration at half of the fitted maximal effect; on the % scale 0 is the no-effect control and ±100 the full control effect; nearly all actives have a fitted effect of over 75% in size; some results filed as inactive show a strong effect at the top dose
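MLSMR compounds (23 nl, pin-transferred) preincubated 10 min at room temperature with a 500nM (2x) first reagent, then RGS4 at 900nM (2x) plus Transcreener GDP mix added; fluorescence polarization (620/688 nm) read before and after 90 min at 30 °C.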
* hit, by the source's call; ? = inconclusive; · = no result given; & = joins results of further samples; [ ] = remark or other dose. Unless noted, the call rests on the fitted dose curve; in most records, active means well fitted curve in the direction sought with a large enough effect; inconclusive means small, poorly fitted or top-dose-only effect, or another doubt; inactive means no such curve, though single readings can be large; an effect the other way counts as inactive or inconclusive. The list is partial; the hit share may differ from the screen's.

Screens in order: POLK inh	ALOX12 inh	RGS4 inh	LDHA inh	Apoferritin bind	Pol beta inh	ERG Ets-DNA blk	POLH inh	APE1 inh
1	O=C1CCCC2=C1C(c1ccc(Br)cc1)c1c([nH]c(=S)[nH]c1=O)N2 (stereo not given)
→ -31%	?	?	-13	-8%	-21%	-6%	-10%	0%
2	O=C(Nc1ccc(C(=O)N2CCCc3ccccc32)cc1)c1cccs1
→ -7%	0%	29%	-9	?	1%	1%	-15%	18%
3	Cc1ccc2nc3ccc(N4CCN(C)CC4)nn3c(=O)c2c1
→ -8%	55%[activator]	-17%	-4	41%[activator]	20%	3%	-24%	1%
4	CC(=O)Nc1ccc(S(=O)(=O)NCCc2ccccn2)cc1
→ 2%	26%	-16%	-7	-3%	22%	3%	1%	3%
5	C=C(C)C1CC=C(C)/C(=N/NC(=S)Nc2ccccc2)C1 (stereo not given)
→ -6%	?	-16%	-4	-5%	-3%	0%	-22%	-3%
6	CN(C)c1ccc(P(=O)(OC2CCCCC2)C(O)c2ccccn2)cc1 (stereo not given)
→ -4%	4%	-8%	3	2%	-2%	-12%	31%[activator]	27%
7	Cc1cc(C(=O)Nc2ccc(F)cc2C)cs1
→ 19%	7%	-11%	0	2%	34%	-11%	-9%	-5%
8	S=c1nc2ccccc2c2nc(-c3ccccc3)[nH]n12
→ -8%	?	-43%	-8	-11%	-4%	4%	-4%	-3%
9	C=CCOc1ccc(/C=N/n2cncn2)cc1OC
→ -6%	0%	-19%	0	0%	-12%	2%	-9%	7%
10	COc1ccc([N+](=O)[O-])c(OC)c1C(=O)NC(=O)Nc1nc(C)nc(C)n1
→ 4%	4%	10%	-5	-7%	11%	8%	-8%	21%
11	O=C(c1ccc2ccccc2n1)N1CCN(c2ccccc2)CC1
→ -2%	-23%[57.4 µM]	1%	2	2%	4%	-6%	-9%	2%
12	O=C(O)C1Cc2[nH]cnc2C(c2ccccc2O)N1 (stereo not given)
→ -17%	3%	16%	1	-5%	5%	·	-2%	3%
13	CCOc1ccccc1CNC(c1ccccc1)c1ccccc1
→ -1%	?	15%	2	21%	?	-4%	-7%	13%
14	COc1ccc2[nH]c(=O)c(CNc3cc(C)ccc3C)cc2c1
→ -11%	21%	-27%	6	49%[activator]	?	17%	-3%	2%
15	CC1(c2ccc(OC(F)F)cc2)NC(=O)N(CC(=O)Nc2ccc3c(c2)OCO3)C1=O (stereo not given)
→ -6%	3%	-14%	2	-8%	-11%	-12%	-12%	-1%
16	COc1ccc(C=C(C#N)c2ccc(OC)cc2)cc1
→ -9%	-12%	32%	-7	·	·	2%	-6%	·
17	Cc1cc(OCC(=O)NC(C)C)cc(C)c1Br
→ -6%	-7%	0%	-1	-1%	19%	-12%	-24%	-3%
18	Cc1cc(NC(=O)COn2nnc3ccccc32)no1
→ -5%	-16%	?	-11	-16%	10%	6%	-8%	-4%
19	COc1ccc(C(=O)Nc2nncs2)c(OC)c1
→ -3%	11%[57.4 µM]	-34%	-17	-4%	-17%	7%	-1%	0%
20	Cn1c(CNC(=O)c2ccccc2F)nnc1SCc1nc2ccccc2c(=O)[nH]1
→ ·	9%	·	·	-2%	-12%	·	·	5%
21	Cn1c(=O)[nH]c2ncccc21
→ 0%	1%	-5%	-2	7%	33%	-6%	-21%	0%
22	O=C(NCC1(N2CCCCC2)CCCCC1)C1CC(=O)N(c2ccc3c(c2)OCCO3)C1 (stereo not given)
→ -18%	-22%	-25%	-3	-2%	30%	5%	-21%	-4%
23	Cc1cc(C)c2cc(C(=O)N3CCN(c4ncccc4C(F)(F)F)CC3)[nH]c2c1
→ 0%	?	7%	10	?	-1%	14%	-15%	-16%
24	CCc1ccccc1N(C(=O)Cn1nnc2ccccc21)C(C(=O)NCCOC)c1ccco1 (stereo not given)
→ -1%	-21%	0%	-16	-11%	31%	-2%	-7%	-1%
25	CC(c1ccccc1)N1CC(C(=O)Nc2ccc(F)cc2)CC1=O (stereo not given)
→ -6%	-16%	14%	-19	·	·	5%	-12%	3%
26	OCCCc1nc2ccccc2n1Cc1ccccc1
→ 0%	0%	8%	-2	-7%	-6%	1%	-9%	4%
27	CCCCCc1nc2sc3c(c2c(=O)n1N)CCC3
→ 9%	3%	-12%	-3	-1%	13%	-1%	-12%	0%
28	CC(C)NC(=O)c1cc(-c2cccs2)nc2ccccc12
→ 5%	?	-28%	0	3%	-3%	7%	-7%	5%
29	CC1CCN(C(=O)CSc2nnc(-c3cccnc3)o2)CC1
→ 0%	13%	22%	-9	4%	8%	5%	-4%	-6%
30	Cn1c(SCc2cccc(F)c2)nc2c([nH]c3ccccc32)c1=O
→ -11%[60.1 µM]	-14%	-13%	-5	5%	3%	-24%	-12%	·
31	Cn1nnnc1SCC(=O)NNC(=O)c1ccc(F)cc1
→ -10%	-2%	5%	-11	-3%	34%	1%	-10%	3%
32	Cc1ccc(Cl)cc1NC(=O)COC(=O)C12CC3CC(CC(C3)C1)C2
→ -8%&-9%	15%&-8%	-12%&-14%	-8&0	-9%	42%&-15%	-5%&-2%	-18%&-18%	2%&-2%
33	Cc1cc(C(=O)CN2C(=O)CCC2=O)c(C)n1Cc1ccccc1
→ 4%	6%	-8%	1	?	6%	3%	-10%	3%
34	O=C1COc2c1ccc(O)c2O
→ 25µM*	?	-34%	38	·	·	12%	22µM*	·
35	COc1ccccc1-n1ccnc(SCC(=O)NCCc2ccccc2)c1=O
→ 0%	23%	?	-1	·	·	-10%	-20%	8%
36	CN(Cc1ccccc1)C(=O)c1[nH]cnc1C(=O)Nc1nccs1
→ 2%	14%	-23%	2	·	·	-1%	-1%	-1%
37	COc1ccc(Cn2c(C(=O)O)c(CNCc3cccs3)c3ccc(C)cc32)cc1
→ -14%	?	17%	-4	-16%	28%	1%	-16%	·
38	CCCc1[nH]n(-c2nc3ccccc3s2)c(=O)c1C=NCC1CCCO1 (stereo not given)
→ -24%	?	4%	-1	-20%	11%	-5%	6%	-1%
39	Cc1ccc(NC(=O)/C=C\C(=O)NCC(=O)O)cc1
→ -11%	13%	-11%	-3	-9%	3%	-4%	-11%	8%
40	CCc1cc(C(=O)N2CCCC(CNC(=O)c3ccc(-c4ccccc4)cc3)C2)no1 (stereo not given)
→ 0%	-8%	5%	-1	-13%	21%	-4%	-19%	-3%
41	COCCN(CC(=O)Nc1cc(Cl)ccc1-n1cncn1)Cc1nc2ccccc2c(=O)[nH]1
→ 11%	1%	-3%	0	·	·	-6%	-15%	14%
42	CC(=O)c1cccc(OCc2cc(C(=O)NCc3nc(C)c(C)s3)no2)c1
→ -6%	388%[activator]	-21%	-5	?	5%	8%	-7%	-15%
43	O=C(/C=C/c1ccccc1)CC(O)(c1ccccc1)C(F)(F)C(F)F (stereo not given)
→ -15%	6%	-21%	-6	?	-12%	·	-15%	7%

Entries above containing an aryl thioether with sulfur outside any ring, in the order listed:
Screens in order: POLK inh	ALOX12 inh	RGS4 inh	LDHA inh	Apoferritin bind	Pol beta inh	ERG Ets-DNA blk	POLH inh	APE1 inh
20	Cn1c(CNC(=O)c2ccccc2F)nnc1SCc1nc2ccccc2c(=O)[nH]1
→ ·	9%	·	·	-2%	-12%	·	·	5%
29	CC1CCN(C(=O)CSc2nnc(-c3cccnc3)o2)CC1
→ 0%	13%	22%	-9	4%	8%	5%	-4%	-6%
30	Cn1c(SCc2cccc(F)c2)nc2c([nH]c3ccccc32)c1=O
→ -11%[60.1 µM]	-14%	-13%	-5	5%	3%	-24%	-12%	·
31	Cn1nnnc1SCC(=O)NNC(=O)c1ccc(F)cc1
→ -10%	-2%	5%	-11	-3%	34%	1%	-10%	3%
35	COc1ccccc1-n1ccnc(SCC(=O)NCCc2ccccc2)c1=O
→ 0%	23%	?	-1	·	·	-10%	-20%	8%
